Compound activity as filed in PubChem BioAssay.
RNase H inhibition: RNase H inhibition, HIV 1 Gag Pol polyprotein, FRET biochemical assay, screening (AID 372); HIV-1 RT RNase H, FRET RNA/DNA substrate fluorescence; higher % means a stronger effect; inhibition, % at 10 µM, or IC50 in µM where a hit was titrated; hit rate 0.77% among 100,000; in the data active = inhibition above about 50%
Starred values were filed as active, the others as inactive.

SMILES | RNase H inhibition
C=CCc1cccc(/C=N/n2cnnc2)c1O | 0%
CS(=O)(=O)N1CCN(c2ccc([N+](=O)[O-])c3cccnc23)CC1 | 7%
O=C(CSc1cccc2cccnc12)N1CCCCC1 | 6%
COc1ccc(N2C(=O)CC(NCCc3ccc(OC)c(OC)c3)C2=O)cc1 (stereo not drawn) | 9%
CN(C)CC(C)(C)CNC1C2CC3CC(C2)CC1C3 (stereo not drawn) | 0%
O=C1C=CC(=O)N1c1ccc(Br)cc1[N+](=O)[O-] | 17%
COc1ccc(Cl)cc1Nc1nc(-c2ccncc2)cs1 | 43%
CCOC(=O)COc1c(Br)cc(/C=N/NC(=O)Nc2ccccc2)cc1OC | 9%
O=C(NC(=S)N1CCOCC1)c1ccccc1 | 4%
O=Cc1ccccc1OC(=O)c1ccc(C(=O)Oc2ccccc2C=O)cc1 | 24%

Looked up by structure from the list above (3):
SMILES | RNase H inhibition
O=C1C=CC(=O)N1c1ccc(Br)cc1[N+](=O)[O-] | 17%
O=Cc1ccccc1OC(=O)c1ccc(C(=O)Oc2ccccc2C=O)cc1 | 24%
COc1ccc(Cl)cc1Nc1nc(-c2ccncc2)cs1 | 43%

Additional structures follow.
SMILES | RNase H inhibition
NS(=O)(=O)c1cccc(NC(=O)c2ccccc2I)c1 | 20%
C/C(=N\Nc1nc(-c2ccccc2)cc(-c2ccc(Br)cc2)n1)c1ccccc1O | 11%
CCOC(=O)NC(c1ccccc1)(C(F)(F)F)C(F)(F)F | 4%
Cc1ccc(/C=C2\C(=O)NC(=O)N(c3cccc(Br)c3)C2=O)cc1 | 0%
CCOC(=O)c1ccc(-c2ccc(C(=O)Nc3cccnc3)o2)cc1 | 9%
C#CCOc1c(Cl)cc(/C=c2\sc3nc4cc(C)c(C)cc4n3c2=O)cc1OC | 6%
CNC(=S)N(Cc1ccco1)C1CC(=O)N(c2ccc(C(=O)OC)cc2)C1=O (stereo not drawn) | 0%
CC(=O)Nc1ccc(Sc2ccc(NC(C)=O)cc2)cc1 | 0%
O=C1C(=O)N(c2ccccn2)C(c2cccnc2)/C1=C(/O)c1ccc(Br)cc1 (stereo not drawn) | 3%
c1ccc(-c2nc(NC3CCCCC3)c3ccccc3n2)cc1 | 23%
Cc1ccc(NC(=O)O/N=C\c2ccncc2)cc1 | 0%
O=C(Nc1ccccc1)Nc1cccc2cccnc12 | 6%
CCCc1ccc(OCc2nnc(NC(=O)Nc3ccc(Cl)cc3Cl)s2)cc1 | 40%
CCCOC(=O)c1ccc(NC(=O)c2ccc(C)c([N+](=O)[O-])c2)cc1 | 8%
O=C(NCc1ccc2c(c1)OCO2)C(c1ccccc1)c1ccccc1 | 4%
Cc1ccc(COc2ccc(C=C3C(=O)N(C)C(=O)N(C)C3=O)cc2)cc1 | 14%
COc1cccc(NC2=C(Cl)C(=O)N(Cc3ccccc3)C2=O)c1 | 17%
O=C(O)CN1C(=O)/C(=C\c2cc(Cc3ccccc3)cc([N+](=O)[O-])c2O)SC1=S | 15%
Cc1ccc2nc(-c3ccc(N=CC4=C(O)CC(C)(C)CC4=O)cc3)sc2c1 | 0%
CCOC(=O)c1c(NC(=S)NC(=O)/C=C/c2ccco2)sc(C)c1C | 4%
CCOC(=O)c1oc2cc(-c3ccccc3)cc(O)c2c1C | 22%
O=[N+]([O-])C(C(Cl)=C(Cl)Cl)=C(N1CCOCC1)N1CCOCC1 | 11%
Cc1cc(C)cc(OCCOc2ccc(/C=C3\SC(=S)N(C)C3=O)cc2)c1 | 13%
CSc1ccc2nc(N3CCCCCC3)cc(C)c2c1 | 0%
Cc1cc(C)cc(OCCCCCCn2ccnc2)c1 | 12%
Cc1c(C(=O)Nc2cccc3ccccc23)cccc1[N+](=O)[O-] | 9%
Cc1ccn(-c2cc(O)c(-n3ccc(C)n3)cc2O)n1 | 29%
COC(=O)c1ccccc1NC(=O)c1cnn2c(C(F)(F)F)cc(-c3ccc(OC)c(OC)c3)nc12 | 5%
COc1ccc(OC)c(CN2CCN(Cc3ccc(OC)cc3OC)CC2)c1 | 6%
CC(=O)Nc1ccc(NS(=O)(=O)c2ccc3ncccc3c2)cc1 | 11%

Another view of part of the listing above.
> COc1cccc(NC2=C(Cl)C(=O)N(Cc3ccccc3)C2=O)c1
  RNase H inhibition: 17%

> NS(=O)(=O)c1cccc(NC(=O)c2ccccc2I)c1
  RNase H inhibition: 20%

> Cc1cc(C)cc(OCCCCCCn2ccnc2)c1
  RNase H inhibition: 12%

> O=C(NCc1ccc2c(c1)OCO2)C(c1ccccc1)c1ccccc1
  RNase H inhibition: 4%

Additional structures
SMILES | RNase H inhibition
COc1cccc(/C=C2\C(=O)N(c3ccc(S(N)(=O)=O)cc3)N=C2C)c1 | 12%
CC(C)OC(=O)c1c(NC(=O)c2ccc(Cl)cc2[N+](=O)[O-])sc2c1CCCCC2 | 13%
O=C(COc1ccccc1Cl)NNC(=O)c1ccccn1 | 0%
C=CCc1cccc(/C=N/NC(=O)C(C)Nc2ccc(Br)cc2)c1O (stereo not drawn) | 19%
CCOc1ccccc1N(CC(=O)Nc1ccccc1C(=O)OC)S(=O)(=O)c1ccccc1 | 14%
O=C(Nc1nnc(-c2ccco2)s1)c1ccc(F)cc1 | 0%
Cc1ccccc1C(=O)Nc1nc(-c2ccc([N+](=O)[O-])cc2)c(-c2ccccc2)s1 | 21%
CC1CN(/C(=N\O)c2nonc2N)CC(C)N1/C(=N/O)c1nonc1N (stereo not drawn) | 5%
Cc1cc(/C=C(\C#N)C(N)=O)c(C)n1-c1ccc([N+](=O)[O-])cc1 | 0%
CCOc1cc(C2C(C(=O)OC)=C(C)NC3=C2C(=O)CC(C)(C)C3)ccc1OC(=O)C1CC1 (stereo not drawn) | 0%

An excerpt of these results, tab-delimited:
smiles	RNase H inhibition
C=CCc1cccc(/C=N/NC(=O)C(C)Nc2ccc(Br)cc2)c1O (stereo not drawn)	19%
CCOc1cc(C2C(C(=O)OC)=C(C)NC3=C2C(=O)CC(C)(C)C3)ccc1OC(=O)C1CC1 (stereo not drawn)	0%
CCOc1ccccc1N(CC(=O)Nc1ccccc1C(=O)OC)S(=O)(=O)c1ccccc1	14%
Cc1ccccc1C(=O)Nc1nc(-c2ccc([N+](=O)[O-])cc2)c(-c2ccccc2)s1	21%
Cc1cc(/C=C(\C#N)C(N)=O)c(C)n1-c1ccc([N+](=O)[O-])cc1	0%
O=C(COc1ccccc1Cl)NNC(=O)c1ccccn1	0%

The list goes on:
SMILES | RNase H inhibition
COc1cc(/C=N/NS(=O)(=O)c2ccc(C)cc2)ccc1OC(=O)Nc1ccccc1 | 7%
CC(C)C(=O)Nc1ccc(N2CCCCC2)c(Cl)c1 | 5%
CCCn1c(=N)n(CC(=O)OC)c2ccccc21 | 7%
CCc1ccccc1NC(=O)CN(c1ccc(OC)cc1)S(C)(=O)=O | 0%
COc1cccc(/C=N/NC(=O)CSc2nc3ccccc3s2)c1OC | 4%
O=C(Nc1ccccc1)Nc1ccc(NC(=O)c2ccc(NC(=O)Nc3ccccc3)cc2)cc1 | 32%
O=C(Nc1cccc(-c2nc3ccccc3o2)c1)c1ccccc1 | 11%
CCC(=O)N1c2ccccc2-c2nnc(SC)nc2OC1CC (stereo not drawn) | 0%
COc1ccc(C(=O)CSc2nc(N)cc(=O)[nH]2)cc1C | 27%
CC1=C(C(=O)Nc2ccccc2C)C(c2ccccc2F)NC(=S)N1 (stereo not drawn) | 3%
COc1ccc(NC(=O)/C(C#N)=C/c2cc(C)n(-c3ccc(C(=O)O)cc3)c2C)cc1 | 8%
CC(=O)C1C(=O)CC(C)(O)C(C(C)=O)C1c1ccc(Cl)cc1 (stereo not drawn) | 2%
N#Cc1c(-c2ccc(Cl)cc2)nc2n(c1=O)CCS2 | 0%
O=C(O)CN1C(=O)/C(=C\c2cccc(C(F)(F)F)c2)SC1=S | 0%
COc1cc(CN2CCN(S(=O)(=O)c3ccccc3)CC2)cc(OC)c1OC | 0%
COc1cc(C(=O)NCCc2ccc(Cl)cc2)cc(OC)c1OC | 3%
COc1ccc(/C=C(\C#N)C(=O)Nc2ccccc2C(N)=O)cc1 | 4%
COc1ccc(NC(=O)/C(C#N)=C\c2cc(OC)c(O)c(OC)c2)cc1 | 26%
Cc1ccc(N=Cc2ccc([N+](=O)[O-])s2)cc1F | 19%
O=C1C=CC(=O)N1c1cc([N+](=O)[O-])ccc1F | 2%
Cc1ccc(S(=O)(=O)N/N=C/c2cccc(OS(=O)(=O)c3ccc(C)cc3)c2)cc1 | 9%
CCc1ccc(N2C(=O)NC(=O)/C(=C\c3ccc(OCC(=O)O)c(OC)c3)C2=O)cc1 | 2%
COc1ccc(N(CC(=O)NCCSc2ccccn2)S(=O)(=O)c2ccccc2)cc1OC | 9%
COc1cccc(N=C2c3ccc([N+](=O)[O-])cc3C(=O)C2C(C)=O)c1 (stereo not drawn) | 6%
Cc1ccc(C(=O)N2CCN(S(=O)(=O)c3ccccc3)C2)cc1 | 15%
COc1ccc(N2C(=O)/C(=C/c3ccc(OC)c(OC)c3)SC2=S)cc1 | 0%
COc1cccc(OCCNC(=O)c2cc(OC)c(OC)c(OC)c2)c1 | 0%
CCOC(=O)c1sc2nc3n(c(=O)c2c1C)CCC3 | 7%
O=C(O)c1ccccc1C(=O)c1ccc(Cl)c(Cl)c1 | 0%
CCOC(=O)c1c(NC(=O)CN2C(=O)c3ccccc3C2=O)sc(C(C)=O)c1C | 8%
Cc1cc(C(=O)O)ccc1-n1c(C)cc(/C=C(/C#N)C(=O)Nc2ccccc2)c1C | 7%
Cc1ccc(-c2nc3ccccc3s2)cc1NC(=O)c1cccc([N+](=O)[O-])c1 | 11%
O=S(=O)(/N=C(/Nc1ccccc1I)c1ccccc1)c1ccc(Cl)cc1 | 13%
CN(C)c1ccc(/C=C(\NC(=O)c2ccccc2)C(=O)NCc2ccccc2)cc1 | 10%
COc1ccc(N2C(=O)CC(N3CCC(O)CC3)C2=O)cc1 (stereo not drawn) | 7%
CC(C)(O)C#Cc1ccc(C(=O)NCCc2ccccc2)cc1 | 0%
CCOC(=O)CC1(Cc2ccc(CC)cc2)C(=O)c2ccccc2C1=O | 11%
CCOc1c(Cl)cc(C=C2C(=O)NC(=O)NC2=O)cc1OC | 14%
Cc1ccc(OCC(=O)N2CCN(c3ccccc3)CC2)c(C)c1 | 6%
Fc1cccc(Cl)c1/C=N/N=C(c1ccccc1)c1ccccc1 | 10%
Cc1cc(C)c2oc(-c3cccc(NC(=O)/C=C/c4cccc([N+](=O)[O-])c4)c3)nc2c1 | 45%
O=[N+]([O-])c1cccc(-c2nc(C3COc4ccccc4O3)cs2)c1 (stereo not drawn) | 7%
Cc1cc(/C=C(\C#N)C(=O)Nc2ccc(Cl)cc2)c(C)n1-c1ccc([N+](=O)[O-])cc1 | 6%
CCC(Oc1ccccc1)C(=O)Nc1sc2c(c1C(N)=O)CCC(C(C)(C)C)C2 (stereo not drawn) | 17%
OC(CNCC1(c2ccc3c(c2)OCCO3)CCCC1)COc1ccccc1 (stereo not drawn) | 0%
CCOC(=O)c1c(N2CCOCC2)nc2ccc([N+](=O)[O-])cc2c1-c1ccccc1 | 11%
Cc1ccc(S(=O)(=O)/N=C(/Nc2cccc(O)c2)c2ccccc2)cc1 | 9%
CCCCOc1ccccc1NC(=O)c1ccc(C(C)(C)C)cc1 | 15%
NC(=O)c1c(NC(=O)c2cc([N+](=O)[O-])ccc2Cl)sc2c1CCCC2 | 12%
CCOC(=O)N1CCN(C(=O)c2c(Cl)cccc2Cl)CC1 | 11%
Following part:
SMILES | RNase H inhibition
O=[N+]([O-])c1ccc(N2CCN(S(=O)(=O)c3ccc4ccccc4c3)CC2)c(Cl)c1 | 4%
COc1cccc(C(O)c2nc3ccccc3n2C)c1 (stereo not drawn) | 4%
Cc1cc(Oc2ccccc2)nc(N)n1 | 6%
COc1ccc(C(=O)/C=C/Nc2cc(C)on2)cc1 | 12%
Cc1cccc(N2C(=O)CC(Sc3nc4ccccc4s3)C2=O)c1 (stereo not drawn) | 16%
N#Cc1cnn(-c2ccccc2)c1NC(=O)c1ccccc1F | 10%
CN1CCN(c2ccc(C(=O)c3ccccc3)cc2F)CC1 | 4%
COC(=O)C1=C(C)N=c2s/c(=C\c3cc(Br)c(OC)cc3OC)c(=O)n2C1c1ccccc1 (stereo not drawn) | 13%
COC(=O)c1c(C)oc2ccc(OS(C)(=O)=O)cc12 | 0%
O=C(O)CCCN1C(=O)C(=O)/C(=C(\O)c2ccc([N+](=O)[O-])cc2)C1c1ccccc1F (stereo not drawn) | 10%

Overlap with the part before: 2 compounds; new compounds follow.
SMILES | RNase H inhibition
COC(=O)c1c(C)oc2ccc(OS(C)(=O)=O)cc12 | 0%
O=C(O)CCCN1C(=O)C(=O)/C(=C(\O)c2ccc([N+](=O)[O-])cc2)C1c1ccccc1F (stereo not drawn) | 10%
Cc1ccc(C2C3=C(CC(C)(C)CC3=O)Nc3ccc4ccccc4c32)cc1[N+](=O)[O-] (stereo not drawn) | 8%
Cc1ccc(N2C(=O)CC(NCCN3CCOCC3)C2=O)cc1 (stereo not drawn) | 6%
COc1ccc(CCNC(=O)CSCC(=O)Nc2ccccc2)cc1OC | 6%
COC(=O)C1=C(C)NC2=C(C(=O)CC(c3ccc(Cl)cc3)C2)C1c1ccccc1OC(C)C (stereo not drawn) | 6%
COCCCNC(=O)/C(=C\c1ccc(N(C)C)cc1)NC(=O)c1ccc(C)cc1 | 0%
Cc1c(NC(=O)c2cc(Cl)ccc2Cl)cccc1-c1nc2cc(Cl)ccc2o1 | 18%
Cc1c(CN2CC3(C)CC2CC(C)(C)C3)c(=O)n(-c2ccccc2)n1C (stereo not drawn) | 0%
CCOc1ccc(N(Cc2ccc(C(=O)NC(C)CC)cc2)S(=O)(=O)c2ccc(C)cc2)cc1 (stereo not drawn) | 17%
COc1ccc(CNC(=O)N2CCOCC2)cc1 | 20%
CCOc1cc(C2C(C(=O)OC3CCCCC3)=C(C)NC3=C2C(=O)CC(c2ccc(Cl)cc2)C3)cc(Br)c1O (stereo not drawn) | 13%

The list is partial, so the mix of outcomes need not match the whole.
